Compound activity (PubChem)
GSH bead fluor: GSH bead compound fluorescence profile; GSH beads flow cytometry, compound fluorescence 488/530 nm; stronger effect = higher value; fluorescence (KMESF) at 10 µM; hit rate 0.25% among 190,000; in the data active = fluorescence above about 89;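 also: glutathione beads carrying GST-tagged Bcl family fusion proteins plus one bare bead set; values are compound well signal with DMSO vehicle wells as background; inactives centre near 16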
ABCG2 inh: inhibitors of human ABCG2 transporter, ABCB1 counter-screen. Q9UNQ0. IgMXP3 cells, JC-1 efflux, flow cytometry. inhibition, % at 6.6 µM. hit rate 0.1% among 190,000;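 active = inhibition above 80%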;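 also: 0% = DMSO and 100% = nicardipine control wells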
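Test system: IgMXP3 (ABCG2) plus far-red-tagged CCRF-Adr (ABCB1) cells. Reagent: JC-1 dye as substrate. Timing: 10 min exposure at 25 °C with rotation, no wash. Measured by: flow cytometric JC-1 green MFI at 530 nm. Read-out: percent efflux inhibition, scaled nicardipine 100% to DMSO 0%. Control set: nicardipine and DMSO wells.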
Rab7 wt GTP bind: dog Rab7 wildtype GTP binding, inhibitors and activators | GST-Rab7 beads, fluorescent GTP binding, flow cytometry; actives lie on both sides; untreated = 100%, excess cold GTP = 0% | hit rate 0.055% among 190,000 | AID 758 | GTP binding activity (percent of control), % at 10 µM;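 active = fluorescent GTP binding to Rab7 beads changed by at least 20 points from the 100% baseline, either direction, mostly lower; inconclusive = compound itself probably fluorescent, or too few beads counted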;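 also: median green fluorescence of bound Bodipy-FL-GTP per Rab7 bead population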
Cdc42 wt GTP: changes GTP binding to wildtype human Cdc42; hit rate 0.2% among 190,000; AID 761; P60953; percent activity (GTP binding), % at 10 µM; GST-Cdc42 beads, Bodipy-GTP binding, flow cytometry; actives lie on both sides;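 active = percent activity GTP binding at least 20 points away from the 100% baseline, either down as inhibitor or up as activator; inconclusive = compound flagged as likely green fluorescent from well-wide comparison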;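 also: median bead fluorescence of bound Bodipy-FL-GTP at 100 nM; 0% = excess unlabeled GTP control and 100% = no compound control; below 100% means less GTP binding so inhibitor and above means activator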
ABCB1 block: human ABCB1 inhibition, ABCG2 as counter-screen; hit rate 0.067% among 190,000; CCRF-Adr cells, JC-1 efflux, flow cytometry; P08183; inhibition, % at 6.6 µM; in the data active = inhibition above about 40%;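 also: 0% = vehicle and 100% = reference inhibitor; higher value means more JC-1 retained so stronger ABCB1 efflux block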
Target sequence (P08183 whole entry, looked up): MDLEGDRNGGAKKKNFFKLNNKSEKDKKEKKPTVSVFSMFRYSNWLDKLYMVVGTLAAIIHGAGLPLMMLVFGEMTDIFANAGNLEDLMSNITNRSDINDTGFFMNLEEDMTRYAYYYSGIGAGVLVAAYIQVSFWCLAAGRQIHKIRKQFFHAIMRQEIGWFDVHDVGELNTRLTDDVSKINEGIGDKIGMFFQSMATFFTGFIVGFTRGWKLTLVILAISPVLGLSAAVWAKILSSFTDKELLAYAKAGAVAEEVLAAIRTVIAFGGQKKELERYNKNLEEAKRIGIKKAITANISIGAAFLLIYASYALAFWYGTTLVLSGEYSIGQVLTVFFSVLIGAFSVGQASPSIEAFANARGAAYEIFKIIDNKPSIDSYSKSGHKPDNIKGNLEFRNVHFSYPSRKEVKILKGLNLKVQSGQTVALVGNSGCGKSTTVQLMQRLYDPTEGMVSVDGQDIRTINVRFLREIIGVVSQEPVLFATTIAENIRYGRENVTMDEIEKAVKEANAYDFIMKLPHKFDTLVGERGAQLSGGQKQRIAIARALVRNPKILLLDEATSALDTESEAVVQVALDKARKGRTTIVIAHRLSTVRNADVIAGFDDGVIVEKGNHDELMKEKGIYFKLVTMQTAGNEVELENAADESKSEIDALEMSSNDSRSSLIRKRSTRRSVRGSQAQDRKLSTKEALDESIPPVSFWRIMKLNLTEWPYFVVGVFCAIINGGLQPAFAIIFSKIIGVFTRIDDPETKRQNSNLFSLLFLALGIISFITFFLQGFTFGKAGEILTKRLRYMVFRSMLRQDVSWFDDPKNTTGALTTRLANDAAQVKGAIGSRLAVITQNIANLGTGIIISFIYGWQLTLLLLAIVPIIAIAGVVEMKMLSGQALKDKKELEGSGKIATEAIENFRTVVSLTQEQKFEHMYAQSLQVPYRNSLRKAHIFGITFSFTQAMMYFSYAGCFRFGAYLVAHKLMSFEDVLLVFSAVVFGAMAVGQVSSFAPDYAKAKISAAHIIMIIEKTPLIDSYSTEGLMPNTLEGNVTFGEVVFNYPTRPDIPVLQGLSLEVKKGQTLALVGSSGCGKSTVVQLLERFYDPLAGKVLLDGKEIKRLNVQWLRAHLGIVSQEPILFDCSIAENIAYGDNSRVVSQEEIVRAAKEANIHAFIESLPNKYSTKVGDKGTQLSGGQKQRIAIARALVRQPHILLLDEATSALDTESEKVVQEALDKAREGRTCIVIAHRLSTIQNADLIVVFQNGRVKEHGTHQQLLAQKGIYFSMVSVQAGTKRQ
Rac1 wt modul: modulators of human Rac1 wildtype GTP binding; P63000; GST-Rac1 beads, fluorescent GTP binding, flow cytometry; actives lie on both sides; 0 = cold GTP competed, 100 = untreated; GTP binding activity (% of control), % at 10 µM; hit rate 0.27% among 190,000;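 active = GTP binding activity at least 20 points away from the 100% control level, either lower or higher; inconclusive = compound flagged as likely green fluorescent, judged across all proteins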
Pf gametocyte: P. falciparum stage V gametocyte viability inhibition. inhibition, % at 10.9 µM. P. falciparum stage V gametocytes, ATP luminescence, 24 h. hit rate 0.065% among 150,000;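 active = inhibition above the mean plus 3 SD of compounds within the control limits, set per campaign, cut at about 38% in these data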;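 also: 0% = DMSO wells and 100% = medium only without gametocytes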
HRas wt GTP bind: human HRas wildtype GTP binding, change in either direction. P01112. GST-Ras wt beads, Bodipy-FL-GTP binding, flow cytometry; actives lie on both sides. GTP binding activity, % at 10 µM. hit rate 0.14% among 190,000;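 active = GTP binding activity at least 20% away from the 100% baseline, either lowered as inhibitor or raised as activator; inconclusive = flagged as likely green fluorescent, judged across all proteins in the well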;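 also: 0% = unlabeled GTP competition control and 100% = no-compound control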
Rac1 mut GTP: human Rac1 activated mutant GTP binding change; GST-Rac1 activated beads, fluorescent GTP binding, flow cytometry; actives lie on both sides; 100% means binding = to untreated wells; percent activity (GTP binding), % at 10 µM; hit rate 0.11% among 190,000;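 active = GTP binding at least 20 percentage points away from the 100% baseline, in either direction, so actives lie on both sides; inconclusive = Compound likely fluorescent itself, or too few beads counted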
Avidin bead fluor: avidin bead compound fluorescence profile | Avidin beads, compound fluorescence 488/530 nm, flow cytometry; stronger effect = higher value | fluorescence (KMESF) at 10 µM | hit rate 0.38% among 220,000; in the data active = fluorescence above about 47; also: inactives centre near 10
Rab2 wt GTP: changes GTP binding to wildtype dog Rab2A, up or down; P61105; GST-Rab2 wt beads, Bodipy-GTP binding, flow cytometry; GTP binding activity, % at 10 µM; hit rate 0.19% among 190,000; AID 760;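 active = GTP binding activity at least 20 points away from 100%, either lowered or raised; inconclusive = signal likely due to the compound's own green fluorescence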;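 also: 0% = beads with excess unlabeled GTP and 100% = no-compound control corrected for plate trend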
An asterisk follows results filed as active; u = inconclusive; x = not tested or not shown.

Structure,GSH bead fluor,ABCG2 inh,Rab7 wt GTP bind,Cdc42 wt GTP,ABCB1 block,Rac1 wt modul,Pf gametocyte,HRas wt GTP bind,Rac1 mut GTP,Avidin bead fluor,Rab2 wt GTP
COc1ccc(NC(=O)CN2CCN(CC(=O)Nc3cc(OC)cc(OC)c3)CC2)cc1,32,27,99,102,1.1,104,-8,99,97,31,102
O=C(OCC(=O)N1CCN(C(=O)c2ccco2)CC1)c1cc(-c2ccc(Cl)c(Cl)c2Cl)nc2ccccc12,21,1,98,100,3.9,102,-33,99,99,5,100
CCN(CCCNC(=O)c1c(C)cc(=O)oc1C)c1ccccc1,27,14,95,97,1.9,94,x,98,95,15,96
CC(C(=O)NC(=O)NC1CCCCC1)N1CCN(C(c2ccccc2)c2ccccc2)CC1 (stereo not given),11,2,103,104,2.6,115,1,106,104,8,103
CCOC(=O)c1c(C)c(C(=O)Nc2ccc(F)cc2)c(C)n1C,21,10,102,98,5.2,99,2,101,97,11,102
CCOC(=O)c1sc2nc(CC(=O)OC)nc(N3CCN(c4ccc(OC)cc4)CC3)c2c1C,10,5,97,97,1.7,99,x,99,96,14,97
CC1CN(C(=O)c2ccc(C(=O)c3ccccc3)cc2)CC(C)O1 (stereo not given),15,2,99,102,0.4,99,11,100,97,34,99
O=C(CCC(=O)N(c1ccc(F)cc1)C(C(=O)NC1CCCC1)c1ccncc1)Nc1cccnc1 (stereo not given),15,-5,96,99,-1.4,105,x,99,101,5,95
CC(=O)c1ccc2c(c1)C1C=CCC1C(c1ccc(S(=O)(=O)N3CCOCC3)cc1)N2 (stereo not given),10,2,98,97,0.5,101,-17,99,98,7,97
CCCn1c(CN2CCCCC2CC)nc2c1c(=O)n(C)c(=O)n2C (stereo not given),21,1,105,101,0.3,109,x,100,99,8,100
CO/N=C(\Cn1ncc(NC2CCCCC2)c(Br)c1=O)c1ccc(Cl)cc1,29,11,96,96,1.5,95,7,96,94,4,94
COc1cccc(-n2cc(CN(C)Cc3nc(Cc4ccccc4)no3)cn2)c1,9,5,104,96,2.8,97,x,98,93,2,98
CCCc1cc(=O)[nH]c(Nc2ccc(OC)c(Cl)c2)n1,16,55,100,100,-0.3,101,-18,99,99,8,98
CCCN1C2CCCC1CC(NC(=O)C1CCCCC1)C2 (stereo not given),14,0,96,98,0.2,102,0,99,96,21,98
CC(C)N1CCC(N2CCN(C3CCCCCC3)CC2CCO)CC1 (stereo not given),16,4,99,98,-0.1,100,2,96,96,2,96
COc1ccc(C2=C(CC(=O)O)C(=O)CC2)cc1,9,-2,96,101,-0.5,101,-2,100,101,10,100
O=C(Cc1ccccc1)NCCSC1CCCCC1,11,3,103,97,0.4,97,1,98,94,12,96
CCCCCCSc1nnc(-c2cnn(-c3ccccc3)c2-n2cccc2)n1C,27,2,100,102,0.4,106,x,101,100,4,98
COc1ccccc1NS(=O)(=O)c1ccc(O)cc1,35,0,100,99,-0.2,99,x,97,96,0,101
Cc1ccc(-c2nn3nnnc3c3ccccc23)cc1,4,0,92,101,-0.1,99,x,96,98,8,96
CN(C)c1nc(OCCNC(=O)COc2ccc(Cl)cc2Cl)nc(N(C)C)n1,35,28,99,95,61*,99,33,97,99,9,99
O=C(Nc1ccc(Oc2cccnc2)cc1)c1ccccc1Cl,11,9,101,104,1.7,107,6,101,101,11,102
CN1CCc2nc(SCC(=O)Nc3cccc(F)c3)c(C#N)c(-c3cccs3)c2C1,11,0,99,100,0.3,101,x,99,95,33,95
O=C1N=C(N2CCCC2)S/C1=C\c1cccc(Br)c1,35,22,102,99,1.1,102,x,101,98,11,101
CCCn1c(Nc2ccccc2)nc2ccccc21,26,4,103,108,0.0,106,x,102,103,23,103
Oc1ccc(CNCC2COc3ccccc3O2)cc1 (stereo not given),18,2,104,105,0.8,102,x,105,100,11,105
COCCCNC(=O)CC(C)c1ccccc1 (stereo not given),14,x,102,97,x,101,-1,97,99,6,98
CN1OC(COC(=O)c2ccccc2)CC1c1ccccc1 (stereo not given),33,9,103,103,0.9,106,x,103,99,12,103
Cc1ccc(C2=NC3(CCCCC3)NC2=S)cc1,8,9,104,102,1.5,106,-16,102,99,13,99
O=C(CCc1ccccc1)NNC(=O)c1ccc(NC(=O)c2ccccc2)cc1,10,24,96,101,-0.1,102,x,98,95,4,99
CCOC(=O)c1cc(C)sc1N1C(=O)C2C3C=CC(C3)C2C1=O (stereo not given),19,1,103,105,0.1,105,0,103,99,37,102
COc1ccc(/C(O)=C/C(=O)C(=O)NNC(=O)C(O)(c2ccccc2)c2ccccc2)cc1,23,8,99,99,0.7,102,7,97,98,26,99
Cc1cccc(CN2C(=O)CCSc3ccc(Cl)cc32)c1,19,2,u,u,0.5,u,-37,u,u,16,u
Cc1cc(C)cc(NC(=O)COC(=O)CCCNC(=O)c2ccc(Cl)cc2)c1,18,18,95,98,0.8,101,5,98,96,5,100
CC(NC(=S)NCc1ccccc1)C12CC3CC(CC(C3)C1)C2 (stereo not given),13,-1,97,95,-0.2,95,x,97,97,12,99
COc1ccc(-c2ccc(Nc3ccc(S(=O)(=O)N4CCCC4)cc3)nn2)cc1OC,21,4,101,106,-1.5,103,x,99,98,27,99
CCc1ccc(NC(=O)CCS(=O)(=O)c2cccc3nsnc23)cc1,26,29,95,101,1.9,103,-5,101,100,28,99
Cc1ccc(O/C=C2\OC(=O)c3ccccc32)cc1,x,16,100,98,2.9,99,x,98,99,4,98
COc1cccc(C(=O)N2CCCC(CCC(=O)NCc3ccc(F)c(F)c3)C2)c1 (stereo not given),12,2,104,95,0.8,96,-1,94,97,8,97
COc1ccc(C2C(C(=O)Nc3cccnc3)=C(C)Nc3nc(-c4cccs4)nn32)cc1 (stereo not given),19,-1,95,104,-0.1,104,21,103,101,7,103
COC(=O)CN=Cc1c(C)[nH]n(-c2ccccc2)c1=O,11,4,101,98,0.5,95,9,97,95,23,97
CCOC(=O)C(NS(=O)(=O)c1ccc(C)cc1)(C(F)(F)F)P(=O)(OCC(C)C)OCC(C)C (stereo not given),9,2,98,101,3.5,101,13,97,98,16,98
COC(=O)c1ccc(/C=N\NC(=O)c2ccc(C)cc2Cl)cc1,27,2,96,104,0.1,100,x,99,98,17,99
CCc1nn(-c2ccccc2)c2c1-c1cc(OC)c(OC)cc1C1(N2)C(=O)Nc2ccccc21 (stereo not given),38,0,96,97,0.6,101,x,97,99,2,98
COc1ccc(N2C(=O)C3CCCN3C2c2cccc(C)c2)cc1 (stereo not given),26,0,98,99,0.6,102,x,99,98,7,99
COc1ccccc1C1C(C#N)=C(N)N(c2cccnc2)C2=C1C(=O)CC(C)(C)C2 (stereo not given),10,5,98,102,0.3,105,10,100,101,37,102
CCOCCCNS(=O)(=O)c1cc(Br)cc2c1N(C(=O)C1CC1)CC2,10,5,98,100,0.7,101,x,99,98,5,98
O=C(NCCN1CCOCC1)Nc1ccc(F)cc1,15,0,88,96,0.2,96,-21,93,97,10,96
COc1ccc(CCNC(=O)COc2ccc(S(=O)(=O)NC3CCCCC3)cc2Cl)cc1OC,10,23,100,101,1.2,102,15,101,101,11,97
COc1ccccc1NC(c1cccnc1)c1ccc2cccnc2c1O (stereo not given),13,0,96,98,-0.1,101,x,98,98,11,99

(listing goes on)
Structure,GSH bead fluor,ABCG2 inh,Rab7 wt GTP bind,Cdc42 wt GTP,ABCB1 block,Rac1 wt modul,Pf gametocyte,HRas wt GTP bind,Rac1 mut GTP,Avidin bead fluor,Rab2 wt GTP
Cc1cccc(OCC(=O)Nc2nnn(C)n2)c1C,14,6,103,99,0.6,102,x,103,97,6,100
Cc1cc(C)n(CC(O)COc2ccccc2[N+](=O)[O-])n1 (stereo not given),11,2,104,103,0.5,107,-1,105,102,37,104
COc1ccc(Cn2nnc3c(=O)[nH]c(C4CCCN(C(=O)c5ccccc5)C4)nc32)cc1 (stereo not given),28,1,99,97,0.3,103,x,99,97,6,99
CC(=O)NC(Cc1ccc(F)cc1)C(=O)O (stereo not given),14,8,102,103,0.8,103,20,102,97,8,101
CNC(=O)c1ccccc1NC(=O)c1cccc(S(=O)(=O)N2CCCCC2)c1,15,4,102,94,1.1,97,0,95,95,7,98
COc1cc(-c2nc3n(n2)C(c2ccc(F)cc2)C2=C(CCCC2=O)N3)cc(OC)c1OC (stereo not given),15,3,103,104,0.5,109,1,104,103,7,102
N=c1occ(C(=O)c2cc(F)ccc2O)cc1C(=O)NC1CCCCC1,68,1,111,103,0.3,103,-9,103,102,9,105
Nc1cc(=O)[nH]c(SCC(=O)Nc2ccc(Br)cc2)n1,35,-1,94,94,-0.4,94,x,95,93,7,93
CC1=NN(C(=O)CSCc2ccccc2)C(O)(c2ccccc2)C1 (stereo not given),10,4,90,94,1.3,91,12,91,95,3,92
Cc1ccc(CNC(=O)CCCNC(=O)c2ccc(Cl)cc2)n1C,19,0,104,104,0.2,104,-23,104,102,3,103
Clc1nc(CN2CCCCC2)nc2sc3c(c12)CCCC3,18,3,103,94,0.6,99,16,97,97,10,99
CCOC(=O)c1nc2sc3c(c2c(=O)n1C(C)C(=O)OCC)CCCC3 (stereo not given),22,12,102,98,2.0,101,-6,99,99,9,100
Cc1cc(C)c(S(=O)(=O)Cc2ccc(Cl)cc2)c(=O)[nH]1,12,0,99,95,0.2,102,x,99,98,25,97
Cc1ccc(C)c(N2CCN(Cc3nnnn3C3CCCCC3)CC2)c1,59,0,99,100,0.5,103,-10,100,98,5,98
CCc1ccc(NC(=O)c2cc(-c3ccc(OC)cc3)on2)cc1,35,1,97,95,0.1,94,x,96,94,7,96
O=C(NCCSCc1ccccc1)c1ccc(Cl)c(S(=O)(=O)N2CCOCC2)c1,14,5,100,103,0.7,104,x,99,99,25,100
NS(=O)(=O)c1ccc(N/N=C2/CCCCC2C2CCCCC2)c([N+](=O)[O-])c1 (stereo not given),6,-5,102,97,-0.6,104,x,102,101,3,102
O=C(COC(=O)c1n[nH]c2ccccc12)Nc1ccc(S(=O)(=O)N2CCCC2)cc1,20,0,106,109,-0.2,111,23,109,105,33,106
